SENP1 inh: human SENP1 catalytic domain inhibitors, primary screen, biochemical, FRET, uHTS; Sentrin-specific protease 1 (Homo sapiens), Q9P0U3; recombinant SENP1 catalytic domain, CyPet-SUMO1-YPet FRET cleavage; inhibition, % at 10 µM; 360,000 tested, 0.21% active; AID 624204, 2012;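 active = inhibition at least 30% at 10 µM, raw YFP signal under a set limit, fluorescence ratio 0.5 to 1.5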;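 also: 0% = enzyme with DMSO and 100% = no enzyme wells; some results filed as inactive read as strong as hits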
Target sequence (Q9P0U3 419-644 limits assumed): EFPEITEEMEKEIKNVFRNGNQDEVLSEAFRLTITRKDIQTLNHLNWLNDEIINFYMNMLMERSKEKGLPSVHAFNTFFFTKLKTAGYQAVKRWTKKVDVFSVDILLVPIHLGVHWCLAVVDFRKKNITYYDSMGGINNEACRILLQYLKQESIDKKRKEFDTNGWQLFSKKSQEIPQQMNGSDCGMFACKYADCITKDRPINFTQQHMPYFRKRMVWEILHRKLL
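Material: hSENP1 catalytic domain, recombinant; medium: Tris pH 8 with BME, BSA, NP40 and catalase; compound: single concentration of 10 µM compound, 0.5% DMSO final; technique: FRET read of cyan and yellow fluorescence; timing: 50 min enzyme reaction, room temperature, light-protected; reagent: SFCypet-SUMO1-SFYpet substrate at 25 nM; control set: no-enzyme low, enzyme-DMSO high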
SENP7 block: SENP7 protease inhibitors, primary screen, biochemical, luminescence, uHTS. inhibition, % at 5 µM. AID 434973, 2010. Sentrin-specific protease 7 (Homo sapiens), Q9BQF6. 330,000 tested, 1.5% active. recombinant SENP7, Z-RLRGG-aminoluciferin luminescence, 40 min;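 active = inhibition above about 50% at the single test dose, limit read from the data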;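 also: plate controls were DMSO with enzyme for no effect and no enzyme buffer wells for full effect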
Target sequence (Q9BQF6 706-1050 limits assumed): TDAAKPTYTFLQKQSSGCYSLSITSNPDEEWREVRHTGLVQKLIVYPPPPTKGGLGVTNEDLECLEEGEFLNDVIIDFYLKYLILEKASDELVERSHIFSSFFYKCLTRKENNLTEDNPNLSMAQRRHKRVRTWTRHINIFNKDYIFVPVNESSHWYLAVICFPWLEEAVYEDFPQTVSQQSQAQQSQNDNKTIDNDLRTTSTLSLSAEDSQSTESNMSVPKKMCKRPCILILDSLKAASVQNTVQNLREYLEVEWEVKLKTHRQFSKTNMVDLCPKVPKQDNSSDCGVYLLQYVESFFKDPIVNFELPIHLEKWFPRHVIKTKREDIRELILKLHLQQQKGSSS
A3G deaminase: APOBEC3G DNA deaminase inhibitors, primary screen, biochemical, fluorescence, single-stranded DNA substrate, uHTS; DNA dC->dU-editing enzyme APOBEC-3G (Homo sapiens), Q9HC16; inhibition, % at 20 µM; AID 493012, 2011; recombinant A3G, ssDNA deamination FAM/TAMRA fluorescence; 330,000 tested, 0.28% active;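 active = inhibition of at least 40% at 20 µM, with no more than 30% in the related APOBEC3A deaminase screen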;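 also: plate controls were DMSO wells with A3G for no effect and wells lacking A3G enzyme for full effect; some compounds called inactive have numbers as strong as hits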
SENP8 block-1: human SENP8 protease inhibitors, primary screen, biochemical, fluorescence, Nedd8 protein substrate, uHTS. AID 602440, 2012. recombinant SENP8. Sentrin-specific protease 8 (Homo sapiens), Q96LD8. inhibition, % at 20 µM. 360,000 tested, 0.64% active; in the data active = inhibition mostly above about 40%, no sharp cut-off; inactive = mostly below about 27%
Target sequence (Q96LD8 whole entry, looked up): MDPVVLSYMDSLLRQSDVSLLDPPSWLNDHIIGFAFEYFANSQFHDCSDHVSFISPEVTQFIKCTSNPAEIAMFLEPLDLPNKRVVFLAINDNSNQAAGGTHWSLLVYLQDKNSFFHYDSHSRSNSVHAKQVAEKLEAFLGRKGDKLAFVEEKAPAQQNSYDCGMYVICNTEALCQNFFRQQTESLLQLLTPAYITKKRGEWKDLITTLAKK
UBC13 inh: UBC13 polyubiquitin chain formation inhibitors, primary screen, biochemical, TR-FRET, uHTS; 330,000 tested, 0.47% active; AID 485273, 2010; Ubiquitin-conjugating enzyme E2 N (Homo sapiens), P61088; inhibition, % at 20 µM; in the data active = inhibition above about 45%, passing the limit was not always enough
Target sequence (P61088 whole entry, looked up): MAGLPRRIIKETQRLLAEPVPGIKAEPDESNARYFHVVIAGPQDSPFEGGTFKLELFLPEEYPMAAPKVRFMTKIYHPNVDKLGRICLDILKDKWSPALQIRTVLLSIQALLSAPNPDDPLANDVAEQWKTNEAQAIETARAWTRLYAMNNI
Apaf-1 inh: inhibitors of human Apaf-1 apoptosome, primary screen, biochemical, DEVD-Rh110 fluorescence, uHTS; 330,000 tested, 0.71% active; Apoptotic protease-activating factor 1 (Homo sapiens), O14727; inhibition, % at 20 µM; AID 489030, 2010; reconstituted apoptosome caspase-3 activity; active = inhibition of at least 40% at 20 µM;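 also: plate controls were DMSO wells for no effect and DEVD-CHO caspase inhibitor wells for full effect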
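System – cell-free apoptosome with Apaf-1, procaspase-3 and caspase-9 · Buffer or medium – pH 7.5 Hepes buffer with CHAPS, BSA, DTT · Also added – cytochrome c with DEVD-Rh110 · Times – 30 min compound preincubation, 50 min activation, room temperature · Technique – Rh110 fluorescence intensity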
SENP6 inh: SENP6 protease inhibitors, primary screen, biochemical, luminescence, uHTS; Recombinant SENP6 catalytic domain, aminoluciferin luminescence; inhibition, % at 10 µM; 330,000 tested, 1.8% active; AID 2599, 2010;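 active = inhibition above about 50% at the single tested dose, limit read from the data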;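 also: plate controls were DMSO wells with enzyme for no effect and DMSO wells lacking enzyme for full effect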
SENP8 block-2: SENP8 protease inhibitors, primary screen, biochemical, luminescence | 330,000 tested, 1.2% active | AID 2540, 2010 | purified SENP8, Z-RLRGG-aminoluciferin cleavage | Sentrin-specific protease 8 (Homo sapiens), Q96LD8 | inhibition, % at 10 µM; in the data active = inhibition above about 50%
* marks the source's active call; other numbers are inactive results.

Order of values – SENP1 inh	SENP7 block	A3G deaminase	SENP8 block-1	UBC13 inh	Apaf-1 inh	SENP6 inh	SENP8 block-2
C[C@@H]1CN([C@@H](C)CO)C(=O)Cc2cc(NS(=O)(=O)c3cn(C)cn3)ccc2O[C@@H]1CN(C)C(=O)Nc1ccccc1
 : 0.2	-3.1	-4.9	15.9	4.2	6.7	4.0	2.4
CCCCN1Cc2c(nc3cc(-c4ccccc4)[nH]n3c2=O)C1=O
 : -37.4	-4.7	-4.5	-447.1	8.3	-11.8	-1.5	1.8
Cc1onc(-c2ccccc2)c1-c1csc(N/N=C/c2ccccc2Cl)n1
 : -9.6	-0.5	-7.7	-131.8	3.4	-1.2	-6.8	0.3
CC(C)c1ccc2oc(=O)cc(CN3CCN(Cc4ccccc4)CC3)c2c1
 : -2.8	2.3	-7.2	12.5	11.1	19.2	14.9	5.4
CCN(CC)C(=O)c1cnn(-c2ccccc2)c1NC(=O)c1ccco1
 : 0.8	5.5	-5.5	-0.9	-2.7	-20.2	0.8	0.6
CC1CCN(CCCn2c(=S)[nH]c3c(sc4ccccc43)c2=O)CC1
 : -0.9	-7.4	6.3	-23.9	17.2	10.8	-16.1	-2.8
CC1CCN(S(=O)(=O)c2ccc(NC(=O)CN3CCCCCC3)cc2)CC1
 : -0.4	-5.1	-5.8	13.3	7.0	15.6	-7.6	-5.6
O=C(NC1CCCCC1)C1CCCN1S(=O)(=O)c1cccc2nsnc12 (stereo not drawn)
 : -0.1	-3.9	-0.4	2.6	-1.9	-8.3	-4.0	2.9
CNCc1ccccc1Sc1cccc(O)c1
 : -0.1	-1.4	3.6	6.7	11.1	-1.3	5.5	0.4
COc1ccccc1C(=O)C1CCCN(C(=O)c2ccccc2C(C)=O)C1 (stereo not drawn)
 : 2.5	2.7	0.4	2.7	-0.1	-0.1	13.9	0.1
COc1ccc(/C(C)=N/OCC(=O)Nc2nc3ccccc3s2)cc1OC
 : -20.6	30.4	4.7	0.2	-3.9	7.8	52.8*	36.2
Cc1ccc(NC2=C(Cl)C(=O)OC2OC(=O)c2ccco2)cc1C (stereo not drawn)
 : -1.0	2.7	-4.7	6.6	-8.2	2.8	-21.7	-3.6
C=CCC(C(=O)OC)(C(=O)OC)c1ccccc1[N+](=O)[O-]
 : 1.1	2.7	-8.2	7.9	-0.3	-18.8	3.3	0.5
Cn1c(C(=O)NCC2CCCO2)cc2c(=O)n(C)c3ccccc3c21 (stereo not drawn)
 : -1.1	-4.4	-8.4	-59.3	8.3	4.0	-5.0	-7.7
NS(=O)(=O)c1ccc(CNC(=O)CCSCCC(=O)NCc2ccc(S(N)(=O)=O)cc2)cc1
 : -0.4	-3.1	-5.8	7.3	3.9	-8.7	-11.4	-2.0
COC(=O)c1cc2ccccc2c(-c2c(OC)c(C(=O)OC)cc3ccccc23)c1OC
 : 1.4	3.3	-4.1	-299.1	25.7	15.1	-10.1	10.5
CCOC(=O)c1c(C)[nH]c(C)c1C(=O)CSc1nc2ccccc2c(=O)n1-c1ccc(C)cc1
 : 0.6	-1.4	0.9	6.6	34.0	28.3	-4.0	0.1
CCCCCC(=O)NNC(=O)Nc1ccccc1
 : 3.8	-4.3	-5.1	12.4	7.3	-3.9	-6.3	-0.2
CCC1CCC2(CC1)SCC(=O)N2c1ccccc1 (stereo not drawn)
 : 2.0	-4.9	-1.3	7.6	0.9	15.2	-26.5	-15.6
COc1ccccc1-c1ccc(Nc2cccc(C(F)(F)F)c2)nn1
 : 1.5	-4.5	-2.5	21.5	-0.9	-2.1	3.7	-8.6
COc1ccc(N(C)C(=O)c2cn(C)c(=O)c3cc(OC)c(OC)cc23)cc1
 : 0.4	-0.4	0.1	20.3	0.5	-6.4	-7.1	0.2
C=CC[n+]1ccc2ccccc2c1C
 : -5.9	7.3	-4.0	-18.0	2.9	-2.9	-9.2	3.5
COc1cc(/C=C/C(=O)O)ccc1OS(=O)(=O)c1c(C)cc(C)cc1C
 : -0.9	5.2	2.4	1.6	-11.8	6.9	2.0	-4.4
COc1ccc(C2CC(=O)C3=C(C2)Nc2ccccc2N(C(C)=O)C3c2ccco2)cc1 (stereo not drawn)
 : 2.5	-7.3	-4.5	-259.9	-5.1	16.5	-6.5	-2.3
COc1cc2nc(NC(=O)c3ccc(F)cc3Cl)sc(=O)c2cc1OC
 : 1.7	-1.1	-7.7	-4.0	8.4	3.6	-10.3	-8.9
CC(=O)c1ccc(NC(=O)c2ccc3c(Cl)c4c(nc3c2)CCCC4)cc1
 : -9.1	-3.4	-15.3	-26.3	-17.5	16.5	-20.3	-0.5
CCc1cc(=O)oc2cc(C)cc(OC(=O)c3ccco3)c12
 : 4.3	4.5	-0.8	12.5	24.7	6.5	1.4	-2.1
CCOc1ccccc1NC(=O)CCCNC(=O)c1ccc(Cl)cc1
 : 1.1	-3.4	-4.7	5.2	1.5	1.6	6.3	0.8
O=C(O)C1C2CCC(C2)C1C(=O)Nc1cc(F)ccc1F (stereo not drawn)
 : 1.3	-10.6	-3.9	14.6	-3.0	-5.2	-14.1	-13.9
CC(Oc1cc2oc(=O)c3c(c2cc1Cl)CCCC3)C(=O)NCc1ccccn1 (stereo not drawn)
 : -2.6	4.4	9.2	-251.9	-1.9	17.8	-6.6	1.1

More structures.
Order of values – SENP1 inh	SENP7 block	A3G deaminase	SENP8 block-1	UBC13 inh	Apaf-1 inh	SENP6 inh	SENP8 block-2
COc1ccc(-c2cn3c(C)c(C(=O)Nc4cc(NC(C)=O)ccc4OC)sc3n2)cc1
 : -17.7	1.7	-5.5	-287.0	2.8	-37.2	-8.8	-6.1
COc1cccc(/C=N/N=C(\N)c2nonc2N)c1O
 : 2.2	78.3*	-3.9	17.8	-0.7	-9.3	21.3	14.8
CCOC(=O)C(=CNc1cccc(C)n1)C(=O)OCC
 : 1.0	10.3	-0.6	21.0	-0.6	-5.2	17.3	2.9
C=CCNC(=O)CCCOc1cc(C)ccc1C
 : 0.8	8.4	-5.1	10.9	18.3	-20.5	-10.2	-5.3
Cc1nn(-c2ccc(F)cc2)c(Cl)c1/C=C(\CCC(=O)O)c1nc2ccccc2s1
 : 0.3	-8.2	-6.7	-26.5	-3.7	-13.1	4.1	1.4
Cc1ccc(C(C)NC(=O)Cc2cccs2)cc1C (stereo not drawn)
 : 1.1	-6.1	5.6	1.7	1.1	4.4	10.0	3.7
COC(=O)Cc1csc(Nc2ccc(F)c(Cl)c2)n1
 : -4.0	6.3	-6.1	14.5	15.2	-2.4	-8.3	-7.7
Cn1c(CCC(=O)OCC(=O)NCc2ccc3c(c2)OCO3)nc(=O)c2ccccc21
 : 3.4	2.0	-5.4	11.4	2.8	-10.7	-6.4	0.7
CCc1ccc(S(=O)(=O)NC(CC(=O)O)c2ccccc2)cc1 (stereo not drawn)
 : -0.8	5.4	-5.7	11.6	2.8	-11.1	-10.8	-8.8
Cc1cc(C)cc(OCC(=O)OCC(=O)NC2CCCCCCC2)c1
 : -1.3	0.1	-8.7	-2.4	6.0	5.4	-13.1	-4.9
CCc1ccc(OC(=O)/C=C/c2ccco2)cc1
 : 0.5	81.2*	-2.4	3.9	-1.8	8.1	89.1*	69.5*
Cn1c(/C=C/c2ccc(Cl)cc2)nc2ccccc2c1=O
 : 1.7	-15.1	-0.2	-14.7	-1.0	15.1	-3.0	-13.1
CCC(NC(=O)c1[nH]c(C)c(C(C)=O)c1C)c1ccc(Br)cc1 (stereo not drawn)
 : -1.8	-0.5	-12.5	-38.8	3.6	14.0	-10.3	4.5
COc1cc(/C=N/NC(=O)C(=O)NCc2ccco2)cc(Br)c1O
 : 0.8	7.9	-2.7	-2.9	-1.0	-7.3	11.7	4.7
Nn1c(SCc2ccccc2F)nnc1-c1ccncc1
 : 1.4	-7.8	30.1	10.9	7.4	-1.0	-23.7	1.2
CN(c1ccccc1)c1cc(Br)nc(Br)c1
 : -0.3	-7.3	-8.2	18.6	-2.5	-46.6	-3.5	-3.8
O=C(CN(Cc1ccco1)C(=O)CCC(=O)Nc1nccs1)NCc1ccccc1
 : 2.9	0.9	-3.1	8.9	0.0	-14.1	10.8	-1.8
COc1ccc(NS(=O)(=O)c2cc(NC(=O)COc3ccc(OC)cc3)ccc2N2CCOCC2)cc1
 : 0.6	1.7	1.8	-6.2	5.0	8.2	-17.2	2.8
Nc1nc2n(n1)C(c1cccc(Br)c1)CC(c1ccc(F)cc1)N2 (stereo not drawn)
 : 4.0	-1.2	-9.4	-324.6	7.5	-2.6	3.3	4.5
COc1ccc(NC(=O)C2CCCNC2=O)cc1 (stereo not drawn)
 : 1.5	0.5	-8.5	20.1	0.3	3.5	21.3	5.6
Cc1ccc(NC(=S)N2CCN(C(=O)C3CCCO3)CC2)cc1 (stereo not drawn)
 : -0.3	6.1	-8.2	10.0	7.5	-6.0	-29.3	0.4
Cc1cccc(CCNC(=O)c2cc(S(=O)(=O)N3CCOCC3)cn2C)c1
 : -0.7	8.5	-6.9	4.5	12.9	-9.1	1.7	0.1
O=C(C[C@H]1C/C=C\C[C@H](Cc2ccc(F)cc2)C(=O)O[C@@H](c2ccccc2)CNC1=O)N[C@H](CO)Cc1ccccc1
 : 2.4	-9.8	-8.5	8.8	-15.4	16.9	-2.5	-13.4
N#C/C(=C\c1ccc2c(c1)OCO2)C(=O)NCc1ccco1
 : -8.0	-3.0	-8.5	-83.2	12.5	-4.7	-17.0	-7.7
CC1(c2nnc(-c3ccccc3)o2)CC(c2cccc(Cl)c2)=NO1 (stereo not drawn)
 : 0.1	7.8	-3.5	16.7	3.3	16.9	-12.2	-14.8
CSCC[C@H](NC(=O)c1ccc2ccccc2c1)C(=O)N1CCC2(CC1)NCCc1[nH]cnc12
 : 0.9	-5.6	-2.5	7.1	0.7	5.2	-1.5	-6.7
Cc1cc(C(F)(F)F)nn1CC(=O)NCc1cccs1
 : -0.2	3.6	-6.7	22.5	7.3	-4.5	-5.9	-4.5
COC(=O)c1ccccc1S(=O)(=O)N1CCn2cccc2C1C (stereo not drawn)
 : -19.9	-0.5	-5.4	-5.6	2.3	-3.7	6.1	13.3
CCc1cc2c(=O)c(-c3nc4ccccc4n3C)coc2c(CN2CCC(C)CC2)c1O
 : -10.2	-1.0	-7.6	-196.7	3.0	6.9	-6.6	-12.0
C(=C\c1ccccc1)/C=N/Nc1nc(N2CCOCC2)nc(N2CCOCC2)n1
 : 1.4	-2.2	-3.1	23.0	-9.5	-0.6	-6.5	-6.0
CC1CCC(=NNc2ccc(C(F)(F)F)cc2[N+](=O)[O-])CC1 (stereo not drawn)
 : -1.1	-3.6	-4.1	43.0*	-13.8	1.1	-10.8	-4.3

An excerpt from above in order of their number in SENP7 block, rising.
| SMILES | SENP7 block |
| --- | --- |
| Cc1ccc(C(C)NC(=O)Cc2cccs2)cc1C (stereo not drawn) | -6.1 |
| C(=C\c1ccccc1)/C=N/Nc1nc(N2CCOCC2)nc(N2CCOCC2)n1 | -2.2 |
| Cc1cc(C(F)(F)F)nn1CC(=O)NCc1cccs1 | 3.6 |

Screening data as filed in PubChem BioAssay.
